S1P3 antag – S1P3 (human) receptor antagonism; inhibition, % at 4.98 µM; Q99500; CHO S1P3 NFAT-BLA reporter, FRET fluorescence, antagonist mode; AID 485; 170,000 compounds, 0.27% hits;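 active means inhibition above the plate cutoff, the mean inhibition of test wells on that plate plus 3 SD, cut at about 28% in these data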;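 further: cells challenged with S1P at its EC80 of 0.8 µM; blue over green emission ratio from cleaved BLA substrate after 4 h stimulation; 0% = S1P-stimulated wells and 100% = unstimulated DMSO-only wells; some compounds past the cut are filed as inactive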
Target sequence (Q99500 whole entry, looked up): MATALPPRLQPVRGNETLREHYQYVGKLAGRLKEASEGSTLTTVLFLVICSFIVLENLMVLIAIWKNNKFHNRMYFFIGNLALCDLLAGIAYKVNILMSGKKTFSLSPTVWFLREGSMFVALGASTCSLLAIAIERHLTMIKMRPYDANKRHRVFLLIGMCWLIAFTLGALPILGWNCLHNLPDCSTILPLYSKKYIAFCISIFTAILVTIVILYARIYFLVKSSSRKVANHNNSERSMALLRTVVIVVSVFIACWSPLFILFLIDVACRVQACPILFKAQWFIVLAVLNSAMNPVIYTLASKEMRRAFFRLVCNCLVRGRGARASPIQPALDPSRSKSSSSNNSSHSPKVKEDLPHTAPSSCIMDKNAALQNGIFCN
SRC2 TRFRET art – counter-screen for PPARgamma SRC-2 recruitment agonists: TR-FRET artefact | hits give high values | TR-FRET ratio at 8 µM | 200,000 compounds, 0.4% hits; in the data active means TR-FRET ratio above about 2000; further: inactives centre near 1500
ROMK primary – modulators of human ROMK potassium channel. P48048. Tet-inducible ROMK, thallium flux fluorescence; actives lie on both sides. B-score at 10 µM. 130,000 compounds, 2% hits. AID 1918;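 active means signal ratio slope over the read window, or its plate-corrected B-score, at least 3 SD from the plate mean, either direction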;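 further: B-score of the F/F0 ratio slope over 7 to 12 s after thallium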
Diaph inh CS – counter-screen for diaphorase-based assays: diaphorase inhibitors and chemical oxidizers; diaphorase resazurin-to-resorufin fluorescence, NADH, 16 min; bacterial (C. kluyveri) enzyme, not human; inhibition, % at 20 µM; 190,000 compounds, 0.69% hits; AID 1217;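 active means primary screen inhibition at 20 µM above a set limit, cut at about 50% in these data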;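 further: plate controls were DMSO with full reaction for no effect and wells lacking NADH for full effect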
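Detection: fluorescence of resorufin formed from resazurin, Ex 544/Em 590 nm; test system: Clostridium kluyveri diaphorase enzyme; amount: 0.14 U/mL diaphorase, enzyme working solution; times: 16-min room-temperature incubation before reading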
PPARg SRC-3 ag – PPARgamma-driven SRC-3 recruitment agonism | P37231 | biochemical PPARgamma/SRC-3 coactivator recruitment assay | activation, % at 8 µM | 200,000 compounds, 0.26% hits | AID 731; in the data active means activation above about 23%;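 further: 0% = DMSO and 100% = reference agonist; some compounds past the cut are filed as inactive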
G6PDH CS – inhibits Leuconostoc G6PDH, flagging false hits in G6PDH-based assays; Purified L. mesenteroides G6PDH, diaphorase/resazurin coupled fluorescence, 45 min; inhibition, % at 5 µM; 200,000 compounds, 0.12% hits; AID 1020; in the data active means inhibition above about 50%
PMI activator – increases human mannose-6-phosphate isomerase activity | P34949 | activation factor at 20 µM | purified human PMI, coupled resazurin fluorescence, 20 min; hits give high values; 1 = vehicle control, 0 substrate-free wells | 190,000 compounds, 0.005% hits | AID 1214;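 active means activation factor of 2 or more at 20 µM, relative to plate controls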
Target sequence (P34949 whole entry, looked up): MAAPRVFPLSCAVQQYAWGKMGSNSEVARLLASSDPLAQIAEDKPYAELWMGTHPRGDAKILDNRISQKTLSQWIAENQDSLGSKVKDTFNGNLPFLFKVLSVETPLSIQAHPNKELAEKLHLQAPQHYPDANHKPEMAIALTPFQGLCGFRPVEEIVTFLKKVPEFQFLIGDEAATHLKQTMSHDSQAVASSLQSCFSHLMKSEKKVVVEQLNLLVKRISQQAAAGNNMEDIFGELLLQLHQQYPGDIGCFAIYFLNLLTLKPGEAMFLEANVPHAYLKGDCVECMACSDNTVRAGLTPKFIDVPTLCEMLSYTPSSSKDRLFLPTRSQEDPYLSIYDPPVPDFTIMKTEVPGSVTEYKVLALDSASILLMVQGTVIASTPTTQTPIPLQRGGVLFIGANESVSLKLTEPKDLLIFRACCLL
PPARg SRC2 recr – agonists of SRC-2 recruitment by human PPARgamma; P37231; PPARgamma LBD-SRC-2 recruitment, biochemical; activation, % at 8 µM; 200,000 compounds, 0.34% hits; AID 1032; in the data active means activation above about 22%;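 further: 0% = vehicle and 100% = reference agonist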
PMI act satM6P – activators of human phosphomannose isomerase at near-saturating mannose 6-phosphate | P34949 | coupled PMI enzyme assay, resazurin fluorescence, 20 min; hits give high values; 1 = untreated enzyme, 0 = substrate-free blank | activation factor at 20 µM | 190,000 compounds, 0.34% hits | AID 1216;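 active means activation factor of 2 or more at 20 µM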
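Material: human phosphomannose isomerase with PGI, G6PDH, diaphorase coupling enzymes / Reagent: Man-6-P substrate 1.0 mM / Dosing: single compound dose of 20 µM, 1% DMSO final / Incubation: enzyme reaction with compound 20 min at room temperature / Signal: resorufin fluorescence (Ex 544/Em 590 nm) from resazurin via diaphorase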
PPARg SRC-1 ag – PPARgamma-driven SRC-1 recruitment agonism | PPARgamma-SRC-1 coactivator recruitment biochemical assay | P37231 | 200,000 compounds, 0.41% hits | AID 631 | activation, % at 8 µM; in the data active means activation above about 19%;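 further: 0% = DMSO and 100% = reference agonist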
Diaphorase act – counter-screen for diaphorase-based assays: diaphorase activators and chemical reducers; Diaphorase/resazurin coupled assay, resorufin fluorescence, 16 min; hits give high values; 1 = vehicle wells, 0 = NADH-free wells; activation factor at 20 µM; 190,000 compounds, 0.005% hits; AID 1229;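 active means diaphorase activity raised at least twofold by the compound at 20 µM; inactive means activation factor below 2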
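Assay system: bacterial diaphorase enzyme (C. kluyveri) / Input: enzyme 0.07 U/mL final / Medium: 50 mM HEPES pH 7.4 with 4.542 mM MgCl2, 0.005% Tween 20 / Doses: single compound dose of 20 µM, 1% DMSO final / Incubation: 16 min enzyme reaction, ambient temperature / Signal: fluorescence, excitation 544 nm and emission 590 nm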
Active calls of the source: *; / = no result given.

SMILES | S1P3 antag | SRC2 TRFRET art | ROMK primary | Diaph inh CS | PPARg SRC-3 ag | G6PDH CS | PMI activator | PPARg SRC2 recr | PMI act satM6P | PPARg SRC-1 ag | Diaphorase act
Cc1nn(C)c(C(=O)NNC(=S)NCc2ccco2)c1Cl | / | 1453 | / | 11 | 0 | 7 | 0.6 | -1 | 0.7 | 6 | 0.9
Cc1ccc(NC(=S)N2CCC(c3ccccc3)C2)c(Cl)c1 (centres undefined) | 5 | 1615 | 0.0098 | 3 | 3 | 1 | 1 | 0 | 1 | 4 | 1
COc1ccc(/C=C2\SC(c3ccc(C)cc3)=NC2=O)cc1OC | / | 1524 | / | 21 | 12 | -66 | 0.9 | 2 | 1 | 5 | 0.8
CN(CCCCCC(=O)/C=N/O)Cc1ccccc1 | -4 | 1701 | -0.015 | 9 | -4 | -8 | 1 | 11 | 1 | 2 | 0.9
Cc1cccc(OCc2nnc(SCC(=O)Nc3cccc(C(=O)N4CCOCC4)c3)n2C)c1 | 1 | 1451 | -0.77 | 2 | -2 | 2 | 1 | -8 | 1 | 2 | 1
COc1ccc(CC(=O)NNC(=O)CSc2nnc(Cc3ccc(OC)cc3)n2-c2ccccc2)cc1 | -11 | 1436 | / | -2 | -3 | -2 | 1 | -2 | 1 | -1 | 1
O=C(CSCc1ccccc1)Nc1cccc(C(=O)Nc2ccc(C(=O)O)cc2)c1 | / | 1453 | / | -8 | -10 | 7 | 1 | -5 | 1.1 | -3 | 1.1
Cc1nc(CS(=O)(=O)c2ccccc2)cc(N2CCN(c3ccccc3F)CC2)n1 | -5 | 1519 | 0.62 | 9 | -6 | -4 | 1 | -1 | 0.9 | -3 | 0.9
CCCc1noc(-c2cccc([N+](=O)[O-])c2)n1 | 11 | 1307 | / | 4 | 1 | 4 | 0.9 | -9 | 1 | 2 | 1
COc1ccc(-c2nn3c(C4CCCCC4)nnc3s2)cc1OC | / | 1532 | 0.22 | 3 | 8 | 3 | 1 | -4 | 1 | 4 | 1
COC(/C=C/Nc1ccc(OC)cc1)=C(C#N)C#N | / | 1478 | / | 17 | -3 | -4 | 0.9 | -5 | 1 | 5 | 0.8
CC(C)(C)NC(=O)NC(=O)CN1CCc2ccccc21 | -9 | 1466 | -0.24 | -10 | -9 | -2 | 1.6 | 1 | 1.3 | -12 | 1.1
O=C1C(Nc2ccc(O)cc2)=C/C(=N/S(=O)(=O)c2cccs2)c2ccccc21 | -12 | 1565 | -0.54 | -12 | -1 | 47 | 0.9 | 9 | 0.5 | 11 | 1.1
Cc1cccc(C)c1NC(=O)COC(=O)c1cccc2c1C(=O)c1ccccc1C2=O | -5 | 1608 | / | 27 | 0 | -12 | 0.8 | -8 | 0.6 | -5 | 0.7
CC(C)(C)N(CC#CCC1(O)c2ccccc2-c2ccccc21)CCO | -9 | 1377 | 0.17 | -6 | 3 | 11 | 0.8 | 3 | 1 | 2 | 1.1
CN(C)S(=O)(=O)c1ccc(C(=O)Nc2ccc(Cl)cc2)cc1 | -25 | 1376 | / | 21 | -10 | -3 | 0.9 | -10 | 0.9 | 2 | 0.8
O=S1CC/C(=N\O)c2ccccc21 (centres undefined) | / | 1418 | 0.31 | 8 | 8 | 1 | 0.9 | 6 | 0.7 | -9 | 0.9
CCC(=NCCc1c(C)[nH]c2ccc(OC(F)(F)F)cc12)C1=C(O)CC(c2ccccc2)CC1=O (centres undefined) | -1 | 1560 | 0.48 | 21 | 3 | -5 | 0.9 | 6 | 0.9 | 6 | 0.8
CCN(CC)S(=O)(=O)c1cc(NC(=O)c2n[nH]c(=O)c3ccccc23)ccc1C | 4 | 1677 | 1.2 | 8 | 2 | -2 | 1 | 4 | 1 | 3 | 0.9
O=c1c2c(-c3cccs3)csc2ncn1-c1ccc(Br)cc1 | / | 1896 | / | 14 | 4 | 8 | 0.9 | 17 | 0.9 | 4 | 0.9
O=C(O)c1ccccc1-c1ccccc1C(=O)NCc1ccco1 | -27 | 1458 | / | 10 | -13 | 6 | 1 | -6 | 1 | -3 | 0.9
O=S(=O)(c1ccc(Cl)s1)N1CCc2ccccc2C1 | / | 1540 | / | 4 | -8 | 0 | 1 | 0 | 1 | 9 | 1
COc1cccc(C(=O)Nc2c(C)n[nH]c2C)c1 | -30 | 1453 | / | 9 | 7 | 8 | 0.8 | 7 | 0.9 | 10 | 0.9
O=C(CNC(=O)c1ccccc1)OCc1nc2ccccc2s1 | -10 | 1534 | -0.0058 | 14 | -1 | -10 | 1 | -1 | 1.1 | -2 | 0.9
CCOc1ccc(NC(=O)CN2CCN(CC(=O)Nc3ccc(Cl)c(C(F)(F)F)c3)CC2)cc1 | / | 1600 | -0.22 | 6 | 4 | 2 | 0.9 | 0 | 1 | 0 | 0.9

Part of the list above, reduced to PMI activator and SRC2 TRFRET art.
Structure	PMI activator	SRC2 TRFRET art
CCC(=NCCc1c(C)[nH]c2ccc(OC(F)(F)F)cc12)C1=C(O)CC(c2ccccc2)CC1=O (centres undefined)	0.9	1560
CCN(CC)S(=O)(=O)c1cc(NC(=O)c2n[nH]c(=O)c3ccccc23)ccc1C	1	1677
O=c1c2c(-c3cccs3)csc2ncn1-c1ccc(Br)cc1	0.9	1896
O=C(O)c1ccccc1-c1ccccc1C(=O)NCc1ccco1	1	1458

Next results:
SMILES | S1P3 antag | SRC2 TRFRET art | ROMK primary | Diaph inh CS | PPARg SRC-3 ag | G6PDH CS | PMI activator | PPARg SRC2 recr | PMI act satM6P | PPARg SRC-1 ag | Diaphorase act
CC(C)[C@H](NC(N)=O)C(=O)Nc1ccc(F)c(Cl)c1 | -2 | 1413 | 0.81 | 3 | -4 | 12 | 1.1 | -8 | 1.2 | -6 | 1
C[C@@H]1C[C@H]2[C@@H]3CCC4=CC(=O)C=C[C@]4(C)[C@@]3(F)[C@@H](O)C[C@]2(C)[C@@]1(O)C(=O)COP(=O)(O)O | -20 | 1704 | / | 0 | 2 | 1 | 1 | -4 | 1 | 0 | 1
O=C(O)CNC(=O)CCN1C(=O)c2ccccc2C1=O | / | 1425 | 0.45 | 8 | -1 | 2 | 1 | 7 | 1 | 1 | 0.9
CCOC(=O)c1cc(C)sc1NC(=O)C(c1ccccc1)c1ccccc1 | 4 | 1541 | 1.4 | 9 | 0 | 2 | 1 | -6 | 0.9 | 2 | 0.9
Cc1ccc(Cn2c(SCC(=O)NCC3CCCO3)nc3ccsc3c2=O)cc1 (centres undefined) | 7 | 1502 | 1 | 10 | 0 | 7 | 0.9 | 3 | 0.9 | -2 | 0.9
CC1(C)CC(=O)C(C=Nc2ccc3cn[nH]c3c2)=C(O)C1 | -6 | 1507 | 0.3 | 15 | 0 | 2 | 1 | 10 | 0.7 | -3 | 0.9
CCc1nnc(NC(=O)C2=NN(C3CCS(=O)(=O)C3)C(=O)CC2)s1 (centres undefined) | -12 | 1627 | 0.68 | 6 | -2 | 9 | 0.9 | -3 | 0.9 | 0 | 0.9
Cc1onc(-c2ccccc2)c1C(=O)N1CC(C)OC(C)C1 (centres undefined) | -44 | 1590 | / | 10 | -5 | 4 | 0.9 | -1 | 1 | -2 | 0.9
CCCOc1ccc(N2C(=O)CC(N(CCc3ccc(OC)c(OC)c3)C(=S)Nc3ccccc3)C2=O)cc1 (centres undefined) | 1 | 1374 | 0.68 | 8 | -2 | -15 | 1 | -2 | 1 | -5 | 0.9
CCc1ccccc1NC(=O)CSc1ccsc1[N+](=O)[O-] | 2 | 1536 | / | 9 | 2 | 14 | 0.8 | 0 | 0.9 | 4 | 0.9
CCS(=O)(=O)Nc1cccc(-c2cc(-c3ccccc3)c3cc(C)ccc3n2)c1 | 4 | 1601 | / | 5 | -4 | -15 | 1 | 2 | 1 | 2 | 1
Cc1nc(Nc2cccc(C(C)O)c2)c2nnn(Cc3ccccc3F)c2n1 (centres undefined) | 5 | 1756 | -0.47 | 7 | 1 | 2 | 0.9 | 12 | 1 | 4 | 0.9
Cc1ccc(C2=Nc3cccnc3C(c3ccccc3)=NN2)cc1 | 0 | 1535 | 0.48 | 4 | 5 | 6 | 1.1 | 0 | 0.9 | 5 | 1
N#CC1=C(N)C(C#N)(C#N)[C@H](c2cccnc2)[C@H]2CN(C(=O)OCc3ccccc3)CC=C12 | -3 | 1573 | -0.27 | 17 | 1 | 0 | 1 | 0 | 0.9 | -2 | 0.8
Cc1cc2nc(C3CCN(Cc4nnnn4Cc4cccs4)CC3)[nH]c2cc1C | 9 | 1536 | / | 8 | -1 | -1 | 0.9 | 0 | 1 | -4 | 0.9
COc1ccccc1NC(=S)NC(=O)C(C)(C)C | / | 1690 | -0.38 | -9 | 16 | 8 | 1 | 5 | 1.1 | 2 | 1.1
CCN(C(=O)CSc1nnc(C)n1Cc1ccccc1)C1CCS(=O)(=O)C1 (centres undefined) | -19 | 1542 | 0.25 | -10 | 4 | 4 | 1.3 | 10 | 1.1 | 15 | 1.1
CCOc1ccc(S(=O)(=O)NCCCl)cc1 | -15 | 1529 | 1.4 | -5 | 2 | 14 | 1 | -1 | 1 | -4 | 1.1
O=C(CSc1nnc(-c2ccc(F)cc2)c2ccccc12)NCC1CCCO1 (centres undefined) | -13 | 1641 | -0.38 | 18 | 4 | 6 | 1.1 | 9 | 1 | 6 | 0.8
Cc1cc(-c2nn(-c3ccccc3F)cc2CN2CCC(C(N)=O)CC2)c(C)s1 | 2 | 1551 | -0.42 | 15 | 0 | 7 | 0.9 | 1 | 0.9 | 3 | 0.8
Cc1nc(NC2CCCC2)sc1C(=O)N(C)C | / | 1471 | -0.13 | 7 | -2 | 2 | 1 | -8 | 1.1 | 1 | 0.9
O=C(NCCc1ccccc1)C1CCN(C2CCN(C(=O)CC3=CCCCC3)CC2)CC1 | 2 | 1687 | -0.27 | 10 | 8 | 14 | 0.9 | 8 | 0.9 | 4 | 0.9
O=C(NC(NC(=S)Nc1ccccc1Cl)C(Cl)(Cl)Cl)c1cccc(Cl)c1 (centres undefined) | -4 | 1639 | / | 18 | -3 | 0 | 0.9 | 11 | 0.9 | 8 | 0.8
O=C(NCCc1ccccc1)c1ccc(CS(=O)(=O)Cc2ccccc2F)o1 | / | 1712 | 0.043 | 2 | 15 | 1 | 1 | 14 | 1.1 | 0 | 1
COc1cc(NC(=O)c2cccc(Br)c2)nc(OC)n1 | 2 | 1566 | / | 0 | -1 | 12 | 0.9 | -3 | 0.9 | -2 | 1
